Bioassay records from PubChem BioAssay.
Hsp70 act: transcriptional activators of Hsp70. 200,000 compounds, 0.04% hits. activation, % at 10 µM. HeLa Hsp70 promoter luciferase reporter, luminescence; scaled: vehicle 0, proteasome-inhibitor control 100%;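 active = activation above the mean across all tested compounds plus 3 SD, cutoff set per campaign, cut at about 5.5% in these data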;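 also: 100% = MG132 at 30 µM as the positive control and 0% = DMSO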
APP 5UTR inh: APP translation inhibition | AID 1285 | SH-SY5Y APP 5'UTR-luciferase reporter, luminescence | 190,000 compounds, 0.82% hits | inhibition, % at 2 µM;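 active = inhibition above a set limit, derived from the sample mean plus 3 SD, cut at about 45% in these data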; also: values of inactives mirror those of a sister screen read the other way
Diaphorase act: activates diaphorase or chemically reduces, flagging diaphorase assay artifacts | AID 1229 | Diaphorase/resazurin coupled assay, resorufin fluorescence, 16 min; stronger effect = higher value; 1 = vehicle wells, 0 = NADH-free wells | activation factor at 20 µM | 190,000 compounds, 0.005% hits;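 active = diaphorase activity raised at least twofold by the compound at 20 µM; inactive = activation factor below 2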
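Material: purified diaphorase enzyme from Clostridium kluyveri / Medium: HEPES pH 7.4 buffer with MgCl2 and Tween 20 / Schedule: enzyme reaction of 16 min at room temperature / Measured by: resorufin fluorescence, excitation 544 nm, emission 590 nm / Evaluation: rise in resorufin formation, marking diaphorase activation or chemical reduction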
G6PDH CS: L. mesenteroides G6PDH inhibition counter-screen. Purified L. mesenteroides G6PDH, diaphorase/resazurin coupled fluorescence, 45 min. inhibition, % at 5 µM. 200,000 compounds, 0.12% hits. AID 1020; in the data active = inhibition above about 50%
STAT3 blocker: reduces IL-6 driven STAT3 reporter signal. U3A cells, IL-6 STAT3-luciferase reporter, luminescence; host cell line lacks STAT1. inhibition, % at 5.5 µM. 190,000 compounds, 0.89% hits;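 active = inhibition above the mean inhibition across all screened compounds plus 3 SD, cut at about 44% in these data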;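 also: 0% = DMSO only wells and 100% = 100 µM nifuroxazide control wells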
TLR4 MyD88 comp: blocks binding of human TLR4 to MyD88 | HeLa CL3-4 TLR4/MyD88 BLA complementation, FRET ratio | AID 861 | inhibition, % at 8.4 µM | 200,000 compounds, 0.18% hits; in the data active = inhibition above about 25%;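 also: 0% = vehicle and 100% = reference inhibitor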
Target sequence (O00206 whole entry, looked up): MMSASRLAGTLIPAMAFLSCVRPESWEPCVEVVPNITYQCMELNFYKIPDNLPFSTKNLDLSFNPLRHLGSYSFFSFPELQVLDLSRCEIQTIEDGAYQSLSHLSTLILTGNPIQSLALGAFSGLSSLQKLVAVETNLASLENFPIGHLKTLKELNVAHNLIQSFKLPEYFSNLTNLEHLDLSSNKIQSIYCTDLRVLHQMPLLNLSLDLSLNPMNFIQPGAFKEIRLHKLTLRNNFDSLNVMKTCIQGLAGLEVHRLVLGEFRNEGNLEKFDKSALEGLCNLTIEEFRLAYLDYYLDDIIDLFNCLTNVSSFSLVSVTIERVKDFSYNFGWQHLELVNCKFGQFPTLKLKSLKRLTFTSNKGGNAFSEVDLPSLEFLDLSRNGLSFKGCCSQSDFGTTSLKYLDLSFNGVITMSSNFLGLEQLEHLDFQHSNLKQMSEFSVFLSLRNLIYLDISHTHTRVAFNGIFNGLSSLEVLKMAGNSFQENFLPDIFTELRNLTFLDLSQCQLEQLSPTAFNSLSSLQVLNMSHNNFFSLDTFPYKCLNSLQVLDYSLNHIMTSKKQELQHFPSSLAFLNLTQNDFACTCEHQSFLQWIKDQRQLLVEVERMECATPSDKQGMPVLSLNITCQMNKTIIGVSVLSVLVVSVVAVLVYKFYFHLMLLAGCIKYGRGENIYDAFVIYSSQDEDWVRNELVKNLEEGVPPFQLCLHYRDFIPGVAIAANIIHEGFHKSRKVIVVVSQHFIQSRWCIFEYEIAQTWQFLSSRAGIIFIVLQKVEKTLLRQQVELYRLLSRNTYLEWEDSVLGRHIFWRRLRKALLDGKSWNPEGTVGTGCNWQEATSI
Target sequence (Q99836 whole entry, looked up): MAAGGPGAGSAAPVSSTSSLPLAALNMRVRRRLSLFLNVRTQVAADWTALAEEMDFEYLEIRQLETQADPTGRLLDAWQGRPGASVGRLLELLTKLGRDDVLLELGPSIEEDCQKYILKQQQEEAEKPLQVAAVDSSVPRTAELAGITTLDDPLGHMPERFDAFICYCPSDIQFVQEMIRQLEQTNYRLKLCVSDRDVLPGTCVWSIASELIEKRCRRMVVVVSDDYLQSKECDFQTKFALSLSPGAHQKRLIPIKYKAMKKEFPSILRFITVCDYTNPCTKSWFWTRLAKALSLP
STAT3 act: activators of IL-6 induced STAT3 signaling. activation (% of control), % at 5.6 µM. U3A cells, IL-6 STAT3-luciferase reporter, luminescence; 100% = signal with IL-6 EC80 alone. 190,000 compounds, 0.91% hits. AID 871;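 active = activation above the screen-wide mean of compound activation plus 3 SD, cut at about 130% in these data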;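 also: 0% = background luminescence of wells with medium and substrate only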
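Material: human STAT1-deficient U3A cells with stable STAT3-luciferase reporter / Probe or stimulus: IL-6 stimulus at 33 ng/mL final / Schedule: 1 h compound pre-exposure, 6 h IL-6 stimulation, 37 °C / Technique: luminescence / Read-out basis: percent of IL-6-only median luminescence / Control set: IL-6-only high control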
Diaphorase inh: inhibits diaphorase or chemically oxidizes, flagging diaphorase assay artifacts. 190,000 compounds, 0.69% hits. diaphorase resazurin-to-resorufin fluorescence, NADH, 16 min; bacterial (C. kluyveri) enzyme, not human. AID 1217. inhibition, % at 20 µM;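 active = primary screen inhibition at 20 µM above a set limit, cut at about 50% in these data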;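 also: plate controls were DMSO with full reaction for no effect and wells lacking NADH for full effect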
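Assay system – diaphorase enzyme from Clostridium kluyveri · Amount – diaphorase 0.14 U/mL (working solution) · Times – reaction incubation of 16 min at room temperature · Controls – No-NADH positive control and DMSO neutral control · Signal – resorufin fluorescence 544/590 nm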
STAT1 act: increases IFN-gamma driven STAT1 reporter signal; NIH 3T3 STAT1-luciferase reporter, luminescence; 100% = IFN-gamma alone, no compound; activation (% of control), % at 5.5 µM; 200,000 compounds, 2.6% hits;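 active = activation above the screen-wide mean activation plus 3 SD, cut at about 130% in these data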;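 also: raw ratio to IFN-gamma control signal so 100% means no change and 0% no light; values of inactives mirror those of a sister screen read the other way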
STAT1 blocker: reduces IFN-gamma driven STAT1 reporter signal; NIH 3T3 STAT1-luciferase reporter, luminescence; 200,000 compounds, 0.35% hits; inhibition, % at 5.5 µM;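 active = inhibition above a set limit, the mean inhibition across all tested compounds plus 3 SD, cut at about 34% in these data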;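 also: 0% = IFN-gamma with DMSO and 100% = IFN-gamma with 300 µM nifuroxazide; values of inactives mirror those of a sister screen read the other way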
The depositor's hits bear a star; . = no result given.

SMILES	Hsp70 act	APP 5UTR inh	Diaphorase act	G6PDH CS	STAT3 blocker	TLR4 MyD88 comp	STAT3 act	Diaphorase inh	STAT1 act	STAT1 blocker
COCCOc1ccc(C(F)(F)F)cc1NC(=O)c1ccc(C)cc1	0.0	-2	1	-1	-20	-5	112	2	102	-3
CS(=O)(=O)N(CC(=O)NCc1ccncc1)Cc1ccc(Cl)cc1	-0.1	5	0.9	20	2	-6	101	14	104	-6
O=[N+]([O-])c1ccccc1N/N=C1\CC2CC=CC12 (centres undefined)	0.1	-58	0.4	-1	-5	-20	110	61*	111	-14
CCOC(=O)c1sc(NC(=O)c2ccccc2OCC)nc1C	0.1	-25	0.9	1	17	-4	91	6	108	-11
COc1ccc(NC(=O)c2sc(Cl)nc2-c2ccccc2)cc1	-0.2	7	0.9	14	-3	5	105	13	98	3
CCCc1cc(=O)[nH]c(SCC(=O)N(CC)Cc2ccccc2)n1	-0.1	4	0.9	5	5	0	100	14	90	11
CN(C)C(=O)CSc1nnc(CCN)o1	-0.3	0	0.9	0	3	-3	100	11	100	0
COc1cc(CC(=O)OCC(=O)Nc2ccc([N+](=O)[O-])cc2)cc(OC)c1OC	-0.1	-1	0.9	11	7	8	95	11	100	0
Cc1ccccc1NC(=O)CSc1nc(N2CCCCC2)nc(N2CCCCC2)n1	-0.3	-4	1	8	4	4	100	0	95	6
Cc1ccc(CN(c2ccc(C(=O)NCc3cccnc3)cc2)S(C)(=O)=O)cc1	-0.7	3	0.9	2	4	8	98	8	95	2
CC(=O)Cn1ncc(N2CCOCC2)c(Br)c1=O	0.0	-14	1.2	10	4	5	106	-20	104	-6
O=C(NCCCN1CCCC1)c1ccc(CSCc2cccc(Cl)c2)o1	-0.2	4	0.9	9	-4	2	108	8	98	2
O=C(NC(=S)Nc1ccc2c(c1)OCCO2)c1ccc(F)cc1Cl	-0.3	-13	0.8	-2	-9	-9	112	23	131*	-35
O=C(NCCSCc1ccccc1)c1ccc(F)cc1	0.2	2	1	0	8	7	94	4	95	5
O=C(O)c1cc(NCc2cccs2)ccc1N1CCOCC1	-0.6	-9	0.9	13	5	-5	100	15	106	-7
CC(O/N=C/c1ccc(OC(F)F)cc1)C(=O)Nc1cccc(S(=O)(=O)N2CCOCC2)c1 (centres undefined)	-0.3	-4	0.9	16	3	0	97	14	94	6
CC(=O)Nc1ccc(NC(=O)CSc2nnc(-c3ccccc3)n2Cc2ccc3c(c2)OCO3)cc1	0.0	2	0.9	3	2	0	99	12	99	1
O=C1c2cccc3c(O)ccc(c23)C(=O)N1Cc1ccccc1	-0.4	8	0.8	12	14	32*	94	22	98	2
CC(=O)NCC(=O)OCN1C(=O)c2ccccc2C1=O	-0.1	-5	0.9	4	2	8	100	6	94	7
CC1=NOC(=O)/C1=C/c1ccc(N(C)C)cc1	-0.1	5	0.9	-3	11	-7	94	8	91	9
CC(C)NC(=O)c1ccc(OC2CSC2)cc1	0.1	-42	0.8	0	7	-3	98	18	102	-3
N/C(=N/OCc1cccc([N+](=O)[O-])c1)c1nonc1N	-0.1	-17	1.1	-2	12	-10	94	-10	99	1
CC1(C)Cc2cccc(OCC(=O)O)c2O1	-0.3	-4	0.8	5	12	4	95	21	94	7
O=c1c2c(nc3cc(-c4cccc(Cl)c4)[nH]n13)CCCC2	-0.2	-158	0.9	14	66*	-11	46	10	76	24
COc1ccc(N2C(=O)C3CC(C)=C(C)CC3C2=O)c(OC)c1 (centres undefined)	-0.4	-3	1.1	1	-7	3	104	-6	115	-16
CC(C)(C)C(=O)C[n+]1cccc(C(N)=O)c1	0.1	1	0.9	-3	11	8	95	11	97	2
COC(=O)c1ccc(COC(=O)CNC(=O)c2ccco2)cc1	-0.7	4	0.9	5	-1	-1	102	9	98	-2
O=C(O)CCn1nnc(-c2ccccc2)n1	-0.2	2	1	4	-6	14	106	4	100	-2
O=C(Nc1ccon1)C1CCN(S(=O)(=O)c2cccs2)CC1	-0.1	-15	1.1	5	8	-8	96	-6	87	15
CCn1c(C(c2ccccc2)c2ccccc2)n[nH]c1=S	-0.5	-1	0.8	5	5	0	97	17	100	1
O=C(CN1C(=O)CCS(=O)(=O)c2ccccc21)NCc1ccccc1	0.1	13	1.1	3	2	-14	102	-6	101	-1
COc1ccc(NC(=O)CC2C(=O)N(c3cccc(OC)c3)C(=O)N2CCC(C)C)cc1 (centres undefined)	-0.4	-1	0.9	6	4	1	97	13	102	2
COc1cccc2cc(S(=O)(=O)c3ccc(C)cc3)/c(=N/NS(=O)(=O)c3ccc(C)cc3)oc12	0.1	11	0.9	3	-9	-8	112	9	96	6
O=C(CC(c1ccccc1)c1ccccc1)NCc1cccnc1	0.2	24	0.9	5	4	7	98	13	107	-7
C/C(=C\C(=S)Nc1ccccc1)Nc1ccc2ccccc2c1	-0.1	-12	0.6	31	-21	9	122	41	106	-6
Cc1ccc(OCC(=O)NN2C(=O)c3ccccc3C2=O)c(C)c1	-0.3	-14	0.9	-12	5	6	101	8	102	-2
O=S(=O)(c1ccc(F)cc1)N1CCN(c2ccccc2)CC1	-0.4	2	1	4	6	2	101	3	96	4
CCC(=O)N1CCc2cc(S(=O)(=O)NC(C(=O)Nc3cccc(C)n3)C(C)C)ccc21 (centres undefined)	-0.3	-3	1.1	8	4	4	103	-15	98	2
O=C(CN1C(=O)C2(OCCO2)c2ccccc21)c1ccc(Br)cc1	-0.1	-4	0.9	11	9	-4	95	6	98	2
O=C(CSC1=NCCS1)Nc1ccc2ccccc2c1	-0.3	-7	0.6	13	14	3	91	36	117	-21

2 records picked at random from the list so far, as already listed:
SMILES	Hsp70 act	APP 5UTR inh	Diaphorase act	G6PDH CS	STAT3 blocker	TLR4 MyD88 comp	STAT3 act	Diaphorase inh	STAT1 act	STAT1 blocker
COc1cc(CC(=O)OCC(=O)Nc2ccc([N+](=O)[O-])cc2)cc(OC)c1OC	-0.1	-1	0.9	11	7	8	95	11	100	0
CCOC(=O)c1sc(NC(=O)c2ccccc2OCC)nc1C	0.1	-25	0.9	1	17	-4	91	6	108	-11

(list continues)
SMILES	Hsp70 act	APP 5UTR inh	Diaphorase act	G6PDH CS	STAT3 blocker	TLR4 MyD88 comp	STAT3 act	Diaphorase inh	STAT1 act	STAT1 blocker
COc1ccccc1CNC(=O)C(Cc1c[nH]c2ccccc12)NC(=O)OCc1ccccc1 (centres undefined)	-0.2	2	0.7	4	-3	-16	105	25	108	-9
O=C(Cc1ccccc1)N1CCC(c2nc(-c3ccc(F)cc3)no2)CC1	-0.2	4	0.9	6	10	12	93	12	103	-3
C#Cc1ccc([C@@H]2C=C(C(=O)O)O[C@H](OCc3ccc(CO)cc3)C2)cc1	-0.1	-17	0.9	8	.	-4	.	11	101	1
COc1cc(/C=C(/C#N)C(=O)Nc2ccccc2)ccc1OCc1ccc(C(=O)O)cc1	0.1	-2	1	4	3	0	103	0	108	-11
CCCCc1ccc(NC(=S)NCCO)cc1	-0.3	-4	0.9	6	6	3	98	14	99	0
O=C(NCCc1ccccc1)C1CCCN(C(=O)NC2CCCCC2)C1 (centres undefined)	-0.2	-4	0.9	-2	12	1	98	9	99	1
O=c1c2c(ncn1Cc1ccccc1)nc1n2CCC1	-0.1	-9	0.9	11	4	6	99	10	97	4
CCCC(=O)Nc1ccc(C(=O)N/N=C2\CC(=O)CC(C)(C)C2)cc1	0.0	20	1	-1	3	-7	100	-1	104	-5
CCOC(=O)c1ccc(N=c2sc(C(=O)OC)cc(=O)n2Cc2ccc3c(c2)OCO3)cc1	-0.1	-8	0.9	12	9	-7	100	8	95	5
Cc1nnsc1C(=O)NNS(=O)(=O)c1ccccc1	-0.3	-6	0.9	0	8	-2	96	11	99	1
CCOc1cc(CNCCO)cc(Br)c1OCc1ccccc1Cl	-0.4	-11	0.9	5	39	3	72	5	88	14
CCOC(=O)c1[nH]cnc1C(=O)O	0.0	14	0.9	-5	-1	0	103	7	102	-3
CCOc1cc(S(=O)(=O)n2cc(-c3ccc(F)cc3)c(N)n2)cc(OCC)c1OCC	-0.6	4	0.8	-13	9	1	95	24	93	7
COc1ccc(CN(CC(=O)NCC2CCCO2)C(=O)CCC(=O)Nc2cc(C)on2)cc1 (centres undefined)	-0.3	-3	0.9	1	8	-22	96	6	97	4
CCCCNS(=O)(=O)C1CCS(=O)(=O)C1 (centres undefined)	-0.1	-3	0.9	0	3	8	101	12	100	0
O=C(O)c1ccccc1NCCO	0.4	-15	0.9	1	11	-16	98	15	102	-4
CCCSc1nnc2n(N)c(=O)c3ccccc3n12	-0.2	-1	0.9	12	3	-4	101	8	101	-1
CCOc1ccc(C2C=C(c3ccccc3)Nc3nnnn32)cc1 (centres undefined)	0.6	-11	1	3	9	4	95	0	107	-8
CCNc1nc(ON=C(C)C)nc(N(C)C)n1	-0.2	-13	0.9	9	1	-5	97	5	104	-2
COC(=O)c1ccc2c(=O)n(C3CCCCC3)c(SCC#N)nc2c1	-0.3	3	0.8	4	11	-11	91	20	101	-1
CC(C)OC(=O)c1cc2c(ccn2C)n1CC(=O)N(Cc1ccccc1)c1ccccc1	-0.2	8	0.8	0	-7	-13	109	23	99	1
COc1cc(/C=N/NS(=O)(=O)c2ccc(C(C)(C)C)cc2)cc([N+](=O)[O-])c1O	-0.2	-6	0.8	4	4	-14	101	23	101	-3
CCOc1cccc(N2C(=O)CC(N3CCC(C(N)=O)(N4CCCCC4)CC3)C2=O)c1 (centres undefined)	0.2	-1	0.9	2	3	10	99	6	94	1
COC(=O)c1ccc(NC(=O)c2cccc(OC)c2)cc1	-0.3	-57	1	8	14	-4	92	3	119	-21
Cn1nccc1C(=O)N1CCCC(C(=O)c2cccc3ccccc23)C1 (centres undefined)	-0.4	-20	0.8	11	7	6	99	19	103	-3
CCOc1cc(CNCCSc2nnnn2C)cc(Br)c1OCc1ccc(F)cc1	-0.4	-12	0.9	-22	1	-1	104	6	104	-4
Cc1ccc([N+](=O)[O-])c(NC2OC(CO)C(O)C2O)c1 (centres undefined)	-0.2	-10	1	5	9	-6	97	-2	107	-10
COc1ccc(NS(=O)(=O)c2ccc(Oc3ncccn3)cc2)cc1	-0.2	17	0.8	5	22	-19	89	19	86	15
CC(C)C(=O)Nc1nnc(SCc2cccc(F)c2)s1	-0.2	-34	1	5	28	6	79	5	89	12

Only G6PDH CS and Hsp70 act, for five of the compounds above:
molecule,G6PDH CS,Hsp70 act
CCOc1cccc(N2C(=O)CC(N3CCC(C(N)=O)(N4CCCCC4)CC3)C2=O)c1 (centres undefined),2,0.2
COC(=O)c1ccc(NC(=O)c2cccc(OC)c2)cc1,8,-0.3
Cn1nccc1C(=O)N1CCCC(C(=O)c2cccc3ccccc23)C1 (centres undefined),11,-0.4
CCOc1cc(CNCCSc2nnnn2C)cc(Br)c1OCc1ccc(F)cc1,-22,-0.4
Cc1ccc([N+](=O)[O-])c(NC2OC(CO)C(O)C2O)c1 (centres undefined),5,-0.2
